HIF-2a inh: HIF-2a reporter inhibitors, primary screen, luminescence, 786-0 RCC cells | inhibition, % at 18.8 µM | 786-0 RCC cells HIF-2a reporter, luciferase luminescence, overnight | actives 0.72% (n = 360,000);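 active means inhibition of the luminescence signal of 40% or more relative to plate controls, in a single-dose primary screen at 18.75 µM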
Peg3 prom inh: Peg3 promoter-driven luciferase inhibitors, primary screen, cell-based, HeLa, luciferase luminescence | HeLa PEG-Prom luciferase reporter, overnight | actives 1.7% (n = 360,000) | AID 588405, 2011 | inhibition, % at 20 µM;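 active means inhibition of at least 50% at 20 µM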
CF NFkB block: inhibitors of PAF-induced NF-kB signaling, primary screen, cell-based, GFP fluorescence, uHTS; actives 0.86% (n = 360,000); inhibition, % at 5 µM; KKLEB NF-kB-GFP reporter, GFP fluorescence overnight;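 active means at least 50% inhibition at 5 µM, scaled per plate between neutral and stimulator controls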;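 further: PAF is a Pseudomonas aeruginosa culture filtrate used as stimulus; plate controls were PAF-stimulated DMSO wells for no effect and unstimulated DMSO wells for full effect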
NR2E3 ag-1: NR2E3 agonists in two-hybrid cells, primary screen, cell-based, luminescence, CHO-S, Gal4-NCOR/VP16-NR2E3. Photoreceptor-specific nuclear receptor (Homo sapiens), Q9Y5X4. luciferase. inhibition of corepressor binding, % at 3.98 µM. actives 0.35% (n = 360,000). AID 602229, 2012;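 active means inhibition above the mean of all tested compounds plus 3 SD, cut at about 70% in these data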;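 further: 0% = DMSO with NR2E3 transfected cells and 100% = cells lacking NR2E3 construct; higher means lower luciferase signal from less NR2E3 corepressor binding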
Target sequence (Q9Y5X4 whole entry, looked up, the tested form may be a part): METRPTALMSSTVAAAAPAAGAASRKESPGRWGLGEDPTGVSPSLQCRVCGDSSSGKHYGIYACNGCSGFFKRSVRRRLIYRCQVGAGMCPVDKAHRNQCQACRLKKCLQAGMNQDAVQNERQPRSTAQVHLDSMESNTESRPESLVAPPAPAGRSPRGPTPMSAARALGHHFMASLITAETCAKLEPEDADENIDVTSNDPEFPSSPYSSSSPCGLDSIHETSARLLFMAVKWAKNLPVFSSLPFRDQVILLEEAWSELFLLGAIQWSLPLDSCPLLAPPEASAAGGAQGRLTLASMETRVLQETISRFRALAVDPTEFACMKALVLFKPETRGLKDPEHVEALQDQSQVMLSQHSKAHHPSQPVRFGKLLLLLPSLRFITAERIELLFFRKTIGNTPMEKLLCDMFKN
MITF TRPM1 inh: inhibitors of MITF-dependent TRPM1 promoter reporter, primary screen, cell-based, SK-MEL-5, single point, luciferase; SK-MEL-5 TRPM1 promoter luciferase, 24 h; inhibition, % at 12.5 µM; actives 0.83% (n = 330,000);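 active means mean inhibition across replicates of 60% or more, whatever share of single replicates reaches that level; inconclusive means some that reach 60%, reason not given; inactive means mean inhibition across replicates below 60%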; further: values of inactives mirror those of a sister screen read the other way
NR2E3 ag-2: inhibitors of NR2E3-RetCOR corepressor binding, primary screen, NR2E3 agonist project, biochemical, TR-FRET, GST-NR2E3, biotin-RetCOR. 1536-well. inhibition of corepressor binding, % at 4.78 µM. actives 0.12% (n = 320,000). Photoreceptor-specific nuclear receptor (Homo sapiens), Q9Y5X4. AID 2300, 2010;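 active means percent inhibition above the cutoff of mean plus 3 SD of all tested compounds, set per screening campaign, cut at about 20% in these data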;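 further: 0% = DMSO wells and 100% = biotin wells as full block of FRET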
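System: GST-NR2E3 and biotin-RetCOR proteins; probe or stimulus: 7 nM biotin-RetCOR; doses: compound at 4.8 µM, single dose; schedule: Compound–protein incubation for 5 h at 4 °C; detection: time-resolved FRET; read-out: percent inhibition; controls: biotin wells as high control, 0.6% DMSO wells as low control; format: 1536-well plates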
Vif inh: HIV Vif self-association inhibitors, primary screen, imaging, HEK293T, single point. inhibition, % at 7.49 µM. actives 0.35% (n = 340,000). HEK293T cells, Vif self-association by quenched fluorescence, 24 h. AID 602346, 2012; in the data active means inhibition above about 50%, passing the limit was not always enough; inconclusive means no clear call, values can overlap the other calls; inactive means below about 31%; further: some results filed as inactive read as strong as hits
Shn3 inh set2: reduction of Shn3 3'UTR firefly luciferase signal, primary screen, Schnurri-3 inhibitor project, cell-based, Clone20 osteoblasts, set 2 | Clone20 osteoblast Shn3 3'UTR firefly luciferase, 24 h | inhibition, % at 12.5 µM | actives 0.52% (n = 360,000) | AID 588674, 2011;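 active means mean inhibition of at least 75% with every replicate also reaching 75%; inconclusive means mean inhibition at least 75% but some replicate below; inactive means mean inhibition below 75%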;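 further: 0% = median of neutral control wells and 100% = pilot-screen positive control compound; some compounds past the cut are filed as inactive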
CaV13 FRET inh: Primary screen for inhibitors of IQ motif and Ca2+-dependent inactivation inhibitor domain binding in CACNA1D, Förster resonance energy transfer in living cells, …; HEK cells, CFP/YFP FRET ICDI-IQ, plate reader, 10 min; percent FRET-ratio fall versus neutral wells; inhibition, % at 12.3 µM; actives 0.098% (n = 340,000); AID 743397;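 active means mean replicate inhibition of at least 30% and at least 1% of replicates passing that level; inconclusive means only one of the two criteria is met; inactive means neither criterion is met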;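 further: 0% = median of the neutral control wells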
PDI inh: inhibitors of human PDI, primary screen, biochemical, turbidity, single point, plate reader | Protein disulfide-isomerase (Homo sapiens), P07237 | PDI insulin aggregation turbidity, A650, 90 min | inhibition, % at 10 µM | actives 0.052% (n = 350,000) | AID 588391, 2011;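 active means mean inhibition across replicates of 30% or more, whatever share of single replicates reach that level; inconclusive means mean inhibition below 30% while every single replicate reaches 30%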;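 further: absorbance from insulin aggregation driven by PDI reduction with DTT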
Target sequence (P07237 whole entry, looked up): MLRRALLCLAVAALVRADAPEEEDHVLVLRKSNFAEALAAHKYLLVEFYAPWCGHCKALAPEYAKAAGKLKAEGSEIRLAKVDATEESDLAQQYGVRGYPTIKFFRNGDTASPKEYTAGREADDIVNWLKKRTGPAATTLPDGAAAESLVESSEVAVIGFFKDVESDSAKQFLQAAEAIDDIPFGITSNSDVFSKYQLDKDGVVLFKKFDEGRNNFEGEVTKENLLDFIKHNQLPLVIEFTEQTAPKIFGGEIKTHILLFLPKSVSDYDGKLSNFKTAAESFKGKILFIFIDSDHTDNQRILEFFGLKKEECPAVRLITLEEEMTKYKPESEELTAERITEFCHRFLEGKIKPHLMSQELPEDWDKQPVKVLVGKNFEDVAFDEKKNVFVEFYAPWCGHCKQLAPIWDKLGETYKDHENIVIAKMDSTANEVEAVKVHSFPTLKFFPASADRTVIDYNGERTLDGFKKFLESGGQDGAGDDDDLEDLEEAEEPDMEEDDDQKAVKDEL
KKLEB cytotox: cytotoxicity in KKLEB CF airway cells, primary screen, cytotoxicity control for CF NF-kB inhibitor project, cell-based, uHTS, fluorescence assay plates; KKLEB CF airway cells viability, ATPlite luminescence, overnight; hits give low values; cells stimulated with P. aeruginosa culture filtrate; activity change (cytotoxicity), % at 5 µM; actives 0.36% (n = 360,000); AID 602141, 2011;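 active means corrected activity change at or below -50% at 5 µM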
* hit, by the source's call; ? = inconclusive; / = not tested or not shown. Not a hit list, and some 3.3% of all compounds hit somewhere here.

Structure	HIF-2a inh	Peg3 prom inh	CF NFkB block	NR2E3 ag-1	MITF TRPM1 inh	NR2E3 ag-2	Vif inh	Shn3 inh set2	CaV13 FRET inh	PDI inh	KKLEB cytotox
Cc1ccc(C(=O)CCNc2ccc(F)c(Cl)c2)o1	-86.4	-51.1	17.7	-18.7	4.6	-0.6	/	-12.3	-5.0	-2.2	-11.0
C=CCNc1nc(Cl)nc(Nc2cc(Cl)ccc2OC)n1	22.4	28.9	3.0	-11.2	8.9	/	-1.4	5.6	-5.1	-8.2	8.1
CCC1CCCCN1CCCNC(=O)C1CCN(S(=O)(=O)N2CCC3(CC2)OCCO3)CC1 (stereo not drawn)	6.6	2.2	10.9	9.4	6.7	-2.0	-3.3	2.1	-7.2	-3.8	1.6
CCOc1cc2[nH]c(=S)n(Cc3ccc(C(=O)NCC(OC)OC)cc3)c(=O)c2cc1OCC	20.4	23.4	-0.4	-5.7	2.7	-0.5	?	19.3	-4.6	-5.1	3.8
Oc1ccc(/C=N/Nc2cc(N3CCOCC3)nc(N3CCOCC3)n2)cc1	-33.9	3.0	12.6	20.5	-54.5	-0.9	6.6	21.9	-5.4	8.3	-11.6
Cc1nn(-c2ccccc2)c(-c2ccccc2[N+](=O)[O-])c1CC#N	14.3	13.2	-8.7	-17.6	/	/	-6.5	17.6	-10.8	/	-5.6
COc1ccc2cc(CCNC(=O)C(C)C)c(=O)[nH]c2c1	-39.6	-15.0	-34.5	-16.3	-5.0	0.3	8.9	8.4	-5.6	-3.7	12.7
Cc1ccc(C)c(OCCCC(=O)O)c1	23.7	4.1	5.6	9.0	1.7	-1.1	/	-9.2	/	-5.9	2.5
CN(C(=O)/C(N=Nc1cccc(C(F)(F)F)c1)=C(\O)C(F)(F)F)c1ccccc1	12.2	5.0	0.8	15.9	13.1	-3.8	-13.5	1.3	-2.9	4.8	3.9
C[C@@H]1CCCCO[C@H](CN(C)C(=O)Nc2cccc3ccccc23)[C@@H](C)CN([C@H](C)CO)C(=O)c2cc(NC(=O)c3ccccc3)ccc2O1	16.7	5.3	15.6	-22.1	/	/	1.6	37.0	-6.8	8.0	-13.7
CC(C)N(C(=O)C1CC(=O)OC12CCCCC2)C(C)C (stereo not drawn)	12.9	-8.1	-2.8	-17.2	-1.1	-3.4	5.1	-22.4	-5.5	8.8	-0.5
Cc1csc(=O)n1CCC(=O)OC(C)C(=O)NCc1ccccc1 (stereo not drawn)	3.1	-6.3	17.3	-15.8	-3.0	/	1.2	-3.9	-5.5	1.6	-5.8
COC(=O)[C@H](Cc1ccccc1)NC(=O)/C=C/[C@H]1O[C@@H](n2cc(C)c(=O)[nH]c2=O)C[C@@H]1O	21.6	-5.0	9.3	-0.2	/	/	-4.5	0.5	-5.3	/	-2.6
CCOC(=S)N/C(=N\S(C)(=O)=O)c1ccccc1	16.5	7.8	-5.5	3.0	4.7	4.1	-2.9	-4.5	-12.8	-5.3	-2.0
Cc1cc(-c2cc(-c3ccccc3)on2)nc(NCC2CC2)n1	-33.8	-19.4	11.9	4.9	-34.8	2.0	/	-6.6	-11.5	-3.7	5.9
CCN(c1ccccc1)S(=O)(=O)c1ccc(C(=O)N(C)CCc2ccc(OC)c(OC)c2)cc1	10.6	-0.4	14.3	10.9	11.3	-0.1	-9.3	14.7	-5.6	2.5	-1.6
CCOC(=O)C1(Cc2ccccc2C)CCCN(C(=O)c2ccc(OC)o2)C1 (stereo not drawn)	-9.1	-6.8	-1.3	-5.6	7.1	-0.1	5.9	-16.2	/	-37.0	-3.1
O=C(Nc1cccc(-c2csc(Nc3ccccc3)n2)c1)c1cc([N+](=O)[O-])cc(C(F)(F)F)c1	-160.1	-98.0	-36.6	-16.5	-13.1	0.5	5.3	-1.6	-9.0	3.5	0.3
CC(=O)N1CCN(C(=S)c2cccc([N+](=O)[O-])c2)CC1	11.9	-5.5	0.4	-18.9	4.9	-0.6	3.5	-9.9	0.8	-7.6	-32.3
Cc1ccc(O)c(NC(=O)c2cc(-c3ccco3)on2)c1	-342.9	-360.2	-3.0	-72.2	-57.0	-0.4	2.1	13.3	-3.6	2.4	-4.2
COc1cc(/C=N\NC(=O)c2ccc(C)nc2)ccc1OC(=O)c1cccc(F)c1	-19.2	-28.9	-2.7	-16.1	-6.8	1.8	1.0	-20.4	-4.7	-13.5	8.1
CCOc1ccc(-c2[nH]ncc2-c2ccc(Cl)cc2)c(O)c1	5.5	55.2*	10.2	-17.0	4.9	0.7	-5.4	-32.2	-3.4	-7.0	-9.4
Cc1ccc(C(=O)NCCc2ccccc2)cc1N1CCCC1=O	-25.3	19.9	-10.5	-9.8	-6.8	-2.3	12.5	-30.0	/	5.7	5.6
COc1ccc(NC(=O)CN2CCN(C(C)=O)CC2)cc1S(=O)(=O)N1CCOCC1	-7.9	-8.8	-52.3	0.4	2.5	/	30.9	-1.2	-5.9	5.4	-19.1
CCCCC(c1nnnn1CCOC)N1CCN(CC)CC1 (stereo not drawn)	9.1	5.4	-0.7	-2.2	5.4	4.3	/	16.4	-4.5	10.0	-7.5
COc1ccc(OC)c(-n2c(-c3cc(-c4ccccc4)n[nH]3)n[nH]c2=S)c1	10.1	6.0	4.6	-15.5	-5.7	0.6	-3.8	-3.4	-2.1	4.2	-5.0
O=c1cc(-c2ccccc2)[nH]c2cc(F)ccc12	-6.4	-38.1	43.4	-24.4	17.2	3.2	/	9.2	-9.1	0.3	-11.7
CCc1ccc(C(C)NC(=O)C2CCCC2)cc1 (stereo not drawn)	11.6	10.8	11.3	-11.4	7.8	4.6	-0.2	-14.1	-16.8	6.8	-3.9
CC(NC(=O)COC(=O)CN1C(=O)NC2(CCCC2)C1=O)c1ccc(F)cc1 (stereo not drawn)	7.5	17.8	14.6	16.2	-1.6	/	-1.1	-5.5	-6.8	-1.4	0.8
Nc1nnc(SCC(=O)OCc2ccc(Cl)c(Cl)c2)s1	-4.6	-14.6	-23.8	16.5	10.4	1.1	-2.4	12.0	-5.6	-1.1	6.8
COc1ccc2[nH]c3c(=O)n4c(nc3c2c1)SCC4	-30.5	-25.8	-1.2	-46.8	-4.8	-1.0	-9.7	-3.0	6.3	3.2	5.4
Cc1ccc(NC(=O)c2nc[nH]c2C(=O)N2CCOCC2)c(C(=O)c2ccccc2)c1	13.7	10.8	1.1	-4.4	-6.5	-0.1	1.2	7.1	-6.6	-0.2	3.9
COCCn1c(SCC(=O)Nc2cccc(OC)c2)nnc1-c1ccccc1	-6.3	12.6	-3.4	15.4	-2.0	-0.2	/	4.1	-8.5	0.6	6.7
O=C(CNS(=O)(=O)c1cccc(Cl)c1)Nc1ccc(-c2nc3ccccc3s2)cc1	-159.1	-229.5	-12.2	-141.2	-48.8	-3.8	-3.9	-15.5	-5.6	5.4	-1.6
CC(C)N(Cc1nc(-c2ccccc2)no1)C(=O)c1ccc([N+](=O)[O-])cc1	0.0	8.6	-4.9	-24.9	/	-4.6	5.1	6.9	-1.9	3.7	-2.6
Cn1cc(CN2CCC(n3nccc3NC(=O)c3ccccc3Cl)CC2)c2ccccc21	12.9	-0.5	-2.3	-19.0	0.5	-4.3	-0.5	2.5	-13.6	6.6	-11.9
Cc1ccccc1OCCNC(=O)CSc1ccc(C(F)(F)F)cc1[N+](=O)[O-]	7.5	-2.9	-6.4	-12.8	2.7	4.2	2.3	-8.8	-2.2	0.8	4.4
O=C(O)CSc1nnc(Cc2ccccc2)n1-c1ccccc1	12.1	-7.0	0.6	0.2	-1.3	1.6	-13.7	-0.6	-4.6	4.1	3.5
COc1ccc(NC(=O)/C=C/C(=O)O)c([N+](=O)[O-])c1	12.9	7.1	1.3	-10.8	-2.5	0.8	0.7	/	0.6	-8.8	6.1
N#Cc1ccc(C(c2nnnn2Cc2ccccc2)N2CCCC2)cc1 (stereo not drawn)	-1.3	22.1	-5.7	-10.0	-9.8	2.7	-0.4	19.4	-5.5	-5.7	2.1
CCOc1cc2[nH]c(=S)n(CCCN3CCN(C)CC3)c(=O)c2cc1OCC	18.1	6.9	10.0	7.2	2.4	/	4.4	-3.7	-4.5	-2.0	-2.8
C=C(C)CN(CC)C(=O)c1ccc(OC2CCN(S(=O)(=O)N(C)C)CC2)cc1	-47.9	-15.2	11.4	-8.6	11.8	-1.0	/	0.4	-6.0	-5.3	-2.7
Cc1ccc(-c2nnc(NC(=O)c3ccco3)o2)c(C)c1	-76.0	-101.7	8.1	-32.7	-22.6	-0.3	7.6	-24.1	-3.2	0.2	-12.3
O=C(OCC(=O)c1ccccc1Cl)C1=NN(c2ccccc2)C(=O)CC1	-64.9	-59.3	-6.0	-26.2	-34.6	/	9.6	4.3	-3.7	1.1	-7.5
CCOC(=O)C1C(c2ccc([N+](=O)[O-])cc2)C2C(=O)NN=C2CC1(C)O (stereo not drawn)	11.8	1.7	-3.7	-13.4	/	0.7	4.8	-11.5	0.5	16.4	2.3
COC(=O)c1c(N)n(CCCN2CCOCC2)c2nc3ccccc3nc12	16.0	7.9	-15.7	-16.4	-7.8	0.7	10.0	11.4	-3.1	-3.3	-3.1
Cc1ccc(S(=O)(=O)NCCC(=O)OCC(=O)Nc2cccc(S(=O)(=O)NC3=NCCCCC3)c2)cc1	14.4	10.8	11.4	-25.3	-3.2	2.4	6.1	-7.7	-2.0	-4.7	-3.8

Assay outcomes: PubChem, several laboratories
